PrPC surface inh – reduces human prion protein on the cell surface. P04156. cell surface PrPC, TR-FRET read-out. inhibition, % at 13.8 µM. actives 0.43% (n = 370,000); in the data active means inhibition above about 24%; further: 0% = median of the test wells and 100% = reference compound wells
TcdB GH inh – TcdB glycohydrolase inhibition | actives 0.24% (n = 350,000) | AID 652162 | inhibition, % at 9.99 µM | P18177 | TcdB glycohydrolase enzymatic assay, plate reader; in the data active means inhibition above about 10%
Target sequence (P18177 whole entry, looked up): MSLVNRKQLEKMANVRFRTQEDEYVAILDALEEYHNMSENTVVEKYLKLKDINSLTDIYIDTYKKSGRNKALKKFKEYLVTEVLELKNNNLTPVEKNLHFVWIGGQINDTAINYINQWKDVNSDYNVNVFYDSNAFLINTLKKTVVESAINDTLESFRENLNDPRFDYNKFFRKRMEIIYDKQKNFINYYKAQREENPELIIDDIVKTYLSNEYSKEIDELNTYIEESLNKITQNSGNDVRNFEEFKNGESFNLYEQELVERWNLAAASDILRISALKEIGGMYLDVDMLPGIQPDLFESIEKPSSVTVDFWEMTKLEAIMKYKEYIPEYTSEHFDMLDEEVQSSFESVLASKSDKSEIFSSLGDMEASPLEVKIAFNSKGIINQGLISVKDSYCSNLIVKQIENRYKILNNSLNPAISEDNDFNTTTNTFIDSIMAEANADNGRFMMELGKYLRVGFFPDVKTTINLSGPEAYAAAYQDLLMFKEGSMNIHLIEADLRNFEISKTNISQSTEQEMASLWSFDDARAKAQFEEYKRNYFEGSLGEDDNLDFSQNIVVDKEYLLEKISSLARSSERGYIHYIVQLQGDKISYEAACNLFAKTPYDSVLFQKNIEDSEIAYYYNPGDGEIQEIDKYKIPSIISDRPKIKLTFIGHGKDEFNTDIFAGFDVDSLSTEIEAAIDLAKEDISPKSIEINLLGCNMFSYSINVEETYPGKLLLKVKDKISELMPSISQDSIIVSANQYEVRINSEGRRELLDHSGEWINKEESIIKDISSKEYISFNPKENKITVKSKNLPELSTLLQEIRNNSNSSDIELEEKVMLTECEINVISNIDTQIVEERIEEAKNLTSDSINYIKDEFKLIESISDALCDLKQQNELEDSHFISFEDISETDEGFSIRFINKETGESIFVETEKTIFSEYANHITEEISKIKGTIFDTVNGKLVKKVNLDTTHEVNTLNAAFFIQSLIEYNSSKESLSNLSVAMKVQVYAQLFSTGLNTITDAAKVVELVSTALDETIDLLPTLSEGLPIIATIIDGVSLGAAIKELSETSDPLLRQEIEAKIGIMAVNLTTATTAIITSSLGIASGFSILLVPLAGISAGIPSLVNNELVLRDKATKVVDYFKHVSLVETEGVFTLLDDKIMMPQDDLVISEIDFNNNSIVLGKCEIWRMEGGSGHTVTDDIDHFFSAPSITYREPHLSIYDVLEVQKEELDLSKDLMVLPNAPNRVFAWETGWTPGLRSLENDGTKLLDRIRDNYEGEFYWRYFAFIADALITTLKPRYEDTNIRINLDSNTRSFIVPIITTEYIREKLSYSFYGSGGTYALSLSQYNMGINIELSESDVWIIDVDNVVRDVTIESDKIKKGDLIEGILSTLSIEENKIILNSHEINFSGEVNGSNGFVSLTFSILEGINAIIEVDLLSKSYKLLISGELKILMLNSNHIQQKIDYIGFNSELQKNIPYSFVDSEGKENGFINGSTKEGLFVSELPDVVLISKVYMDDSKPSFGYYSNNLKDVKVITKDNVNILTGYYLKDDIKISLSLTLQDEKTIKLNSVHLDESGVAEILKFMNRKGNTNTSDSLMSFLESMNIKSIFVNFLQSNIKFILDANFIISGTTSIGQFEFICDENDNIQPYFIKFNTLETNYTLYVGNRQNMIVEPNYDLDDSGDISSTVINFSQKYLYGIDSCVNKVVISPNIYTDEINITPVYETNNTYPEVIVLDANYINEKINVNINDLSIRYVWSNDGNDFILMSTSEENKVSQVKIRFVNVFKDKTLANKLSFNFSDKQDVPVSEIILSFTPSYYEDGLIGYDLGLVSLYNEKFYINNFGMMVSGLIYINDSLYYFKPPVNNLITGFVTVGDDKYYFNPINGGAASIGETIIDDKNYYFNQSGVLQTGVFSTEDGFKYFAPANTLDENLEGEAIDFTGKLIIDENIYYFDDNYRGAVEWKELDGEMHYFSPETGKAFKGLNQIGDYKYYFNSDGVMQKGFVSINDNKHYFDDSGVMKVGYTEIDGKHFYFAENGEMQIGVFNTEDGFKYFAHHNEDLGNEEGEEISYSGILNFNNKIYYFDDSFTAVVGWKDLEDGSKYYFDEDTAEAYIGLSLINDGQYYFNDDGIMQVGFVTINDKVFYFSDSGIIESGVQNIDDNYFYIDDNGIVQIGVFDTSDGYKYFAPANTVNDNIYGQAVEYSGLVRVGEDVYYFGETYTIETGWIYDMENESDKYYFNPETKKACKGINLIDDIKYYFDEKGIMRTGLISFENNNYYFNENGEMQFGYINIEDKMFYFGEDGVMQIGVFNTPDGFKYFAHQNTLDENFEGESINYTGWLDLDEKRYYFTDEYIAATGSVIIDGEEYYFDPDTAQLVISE
An asterisk follows results filed as active; & = joins results of further samples. This is a subset; count on the stated rates, not on these rows.

SMILES | PrPC surface inh | TcdB GH inh
Cc1ccc(CN2CC=CCS2(=O)=O)cc1 | 1.8 | 0.8
CCCCCCCCCc1conc1C(=O)/C=C/c1ccco1 | -0.4 | -0.4
COc1cccc(C(=O)N[C@H](C(=O)N2CCC[C@H]2C(=O)NCc2ccccc2)C(C)C)c1 | 1.9 | 1.7
C[C@@H]1CN([C@@H](C)CO)C(=O)CCCn2cc(nn2)CO[C@H]1CN(C)C(=O)c1ccc(N2CCN(C)CC2)cc1 | -7.0 | -1.0&0.3
CC(C)CC(NC(=O)OCc1ccccc1)C(=O)NCC(=O)NCC(=O)OCc1ccccc1 (configuration not stated) | -0.8 | 1.4
O=C(NCc1ccccc1)C(c1ccc(C(F)(F)F)cc1)n1c(=O)c(-c2cc3ccccc3[nH]2)nc2ccccc21 (configuration not stated) | 3.5 | -0.1
C=CCN=C1NC(c2ccccc2C(F)(F)F)C(C(=O)OC)=C(C)N1Cc1cccc(C(F)(F)F)c1 (configuration not stated) | -5.8 | -1.1
COc1cc(C(=O)O)ccc1OCc1ccccc1 | -3.7 | -1.5
CCCCOCCCNC(=O)C[C@@H]1C[C@@]2(C(=O)OC)CC(C)(C)CC=C2N(CCc2ccc(OC)c(OC)c2)C1=O | 5.2 | 2.0
COc1ccc(-c2nc3c(C)cc(Br)cn3c2Cc2ccccc2C(F)(F)F)cc1OC | 9.6 | 0.2
O=C(NCc1ccccc1)C(c1ccc(C(F)(F)F)cc1)n1c(=O)c(-c2ccccc2)nc2ccccc21 (configuration not stated) | -1.3 | 1.1
COC(=O)[C@]12C[C@H](CC(=O)NCc3ccc(OC)c(OC)c3)C(=O)N(CCC3=CCCCC3)C1=C[C@H](C(C)(C)C)O[C@@H]2C | 5.5 | 0.3
COC(=O)[C@]12C[C@H](CC(=O)NCCCN3CCCC3=O)C(=O)N(Cc3ccc4c(c3)OCO4)C1=C[C@H](COCc1ccccc1)O[C@@H]2C | 4.6 | 2.1
CCOC(=O)[C@]12CCCC=C1N(CCc1ccc(OC)c(OC)c1)C(=O)[C@H](CC(=O)NCC13CC4CC(CC(C4)C1)C3)C2 | 3.8 | 1.4
O=C(NCCN1CCC2(CC1)C(=O)NCN2c1ccccc1)c1ccc(F)cc1F | -6.4 | -4.5
CC(C)N(C[C@@H]1CSCCS(=O)(=O)N1)C1CCCCC1 | -5.5 | 0.8
Cc1cc(O)cc(=O)n1-c1cc(C(F)(F)F)cc(C(F)(F)F)c1 | -5.6 | 0.4
CCOC(=O)[C@]12CCCC=C1N(Cc1ccccc1)C(=O)[C@H](CC(=O)NCC1CCCCC1)C2 | -6.1 | 1.4
Cc1ccccc1C(=O)N[C@H](C(=O)N1CCC[C@H]1C(=O)NCCc1ccccc1Cl)C(C)C | -2.9 | 1.2
Cc1cc2c(c(=O)o1)[C@@]1(C(=O)N(C)c3cc(Br)ccc31)C1=C(CCCC1=O)O2 | -3.7 | 1.3
COC(=O)C1=C(C)N(C)C(=NCc2ccccc2)NC1c1ccccc1C(F)(F)F (configuration not stated) | -11.9 | 0.3
COc1ccccc1CCn1cnc(-c2ccc(F)cc2F)c1CC(C)C | 14.9 | -7.0
COC(=O)C1=CN(c2ccc3c(c2)OCO3)C(N)=C(C#N)C1c1ccc(-c2ccccc2)cc1 (configuration not stated) | 4.7 | -3.3
COC(=O)[C@]12CCCCC=C1N(Cc1ccc3c(c1)OCO3)C(=O)[C@H](CC(=O)N1CCCCC1)C2 | -1.8 | 0.5
O=C(CNSc1ccc([N+](=O)[O-])cc1[N+](=O)[O-])OCc1ccccc1 | -32.5 | 0.0
CN(C)c1ccc(C(=O)C(=O)N2CCN(c3ccccc3)CC2)cc1 | 2.9 | 1.6
O=C(Nc1ccc(Cl)c(Cl)c1)N[C@@H]1CC[C@@H](CCn2cc(C3CCCCC3)nn2)O[C@@H]1CO | 1.8 | -12.3&1.1
Nc1ccc(Cl)cc1 | -8.4 | -1.9
O=S(=O)(NCc1ccc(Cl)cc1)c1ccc(Br)cc1C1CC[C@@H](O)C1 (some centres not stated) | -2.4 | 1.4
COCCCNC(=O)C[C@@H]1C[C@@]2(C(=O)OC)CC(C)(C)CC=C2N(Cc2ccco2)C1=O | 8.7 | 0.3
Cc1cc(NCCc2c[nH]c3ccccc23)ccc1Nc1cccnc1 | -2.1 | -0.6
CC(C)C1=CC2C3C(=O)N(c4ccccc4)C(=O)C3C1C(=O)C2(C)O (configuration not stated) | -3.3 | 1.3
O=C(Nc1ccc(F)cc1)C(c1cccc(F)c1)N1CCN(C(=O)c2ccco2)CC1 (configuration not stated) | -0.8 | 1.5
CCOC(=O)C[C@@H]1OC[C@H](Cc2ccccc2)N1S(=O)(=O)c1ccc(C)cc1 | 1.2 | 0.3
CCOC(=O)CN1CCCc2nc(C)c(C)cc21 | -0.3 | -0.3
CC(C)(C)NC(=O)C(C1CC1)n1c(=O)c(-c2ccccc2)nc2ccccc21 (configuration not stated) | -4.3 | 1.5
Cc1cc2c(cc1C)-n1nnnc1C(N1CCN(CC(=O)NC(C)C)CC1)C(=O)N2 (configuration not stated) | 7.3 | 1.7
CCOC1=C2CN(S(=O)(=O)c3ccccc3)[C@@H](c3ccccc3)C[C@H]2[C@H]2C(=O)N(c3ccccc3)C(=O)[C@H]2C1 | 3.1 | 1.1
Cc1cccc(C)c1NC(=O)C1(C)CSCC(=O)N1C1CCN(Cc2ccccc2)CC1 (configuration not stated) | -8.1 | 0.6
COc1ccc(S(=O)(=O)N[C@H]2CC[C@H](CCNC(=O)c3ccccc3F)O[C@@H]2CO)cc1 | -3.3 | -0.7&-0.8
COc1ccc(Sc2cccc3c2S(=O)(=O)N([C@H](C)c2ccccc2)C[C@@H](COCc2ccccc2)O3)cc1OC | 2.7 | 0.8
Nc1ncnc2c1ncn2[C@@H]1O[C@H](C(=O)N[C@@H](CCc2ccccc2)C(=O)N2CCN(C(=O)N3CCOCC3)CC2)[C@@H](O)[C@H]1O | 6.6 | -8.9
COC(=O)C1=C(C)N(C)C(=NCc2cccc(C(F)(F)F)c2)NC1c1ccccc1 (configuration not stated) | -10.9 | 1.1
O=c1[nH][nH]c2c([N+](=O)[O-])ccc(F)c12 | -15.6 | -0.3
O=C1[C@@H]2CSCCS(=O)(=O)N2C(=O)N1C1CCCCC1 | -0.1 | 1.3
COc1ccc(-c2nc3ccccc3n(CC(C)C)c2=O)cc1 | -7.5 | 0.9
CCCC(=O)OC[C@H]1CN(C2CCCC2)S(=O)(=O)c2c(Oc3ccc(F)cc3OC)cccc2O1 | 3.4 | 0.2
COC(=O)[C@@H](Cc1ccccc1)N[C@H](/C=C/c1ccccc1)[C@@H](O)Cc1ccccc1 | 7.0 | 1.6
Brc1cccc(CN2CCN(c3ncc(Cc4ccccc4)cn3)CC2)n1 | 14.5 | 2.1
Cc1cccc(N2CCN(C(C(=O)NCc3ccccc3)c3ccco3)CC2)c1C (configuration not stated) | 1.6 | -0.3
CCC(C)CN1C(=O)CN(S(C)(=O)=O)CC1(C)C(=O)NC(C)C (configuration not stated) | 1.7 | 1.0
CSc1ccc(SC2CN(Cc3ccc(C)cc3)S(=O)(=O)C2)cc1 (configuration not stated) | -1.7 | 1.0
COc1ccccc1CNS(=O)(=O)c1ccc(F)cc1Br | 4.4 | -1.4
CCOC(=O)[C@@H]1CSCCS(=O)(=O)N1Cc1ccc(C(F)(F)F)cc1 | 2.8 | -0.3
CC(c1nc2ccccc2[nH]1)n1c(=O)c(-c2cccnc2)nc2ccccc21 (configuration not stated) | -12.0 | 0.2
COC(=O)C1=C(C)N(Cc2cccc(C(F)(F)F)c2)C(=NCc2ccccc2C(F)(F)F)NC1c1cccc(C(F)(F)F)c1 (configuration not stated) | 1.0 | 2.2
CO[C@@H]1CN(C)C(=O)c2cc(NS(=O)(=O)c3ccc(C)cc3)ccc2OC[C@H](C)N(Cc2nccs2)C[C@H]1C | 6.5 | 0.0&-5.1
Cc1ccc(S(=O)(=O)N2CCN(C(=O)C(O)c3ccccc3)CC2)cc1 (configuration not stated) | 0.9 | -0.6
COCCNC(=S)N(C)[C@H]1C[C@H]2c3[nH]c4c(-c5ccccc5)cccc4c3CCN2C(=O)[C@H]1[C@H](C)O | 5.4 | 1.5
O=C(NC1CCCC1)C(C1CC1)n1c(-c2cc3ccccc3[nH]2)nc2ccccc21 (configuration not stated) | 6.2 | 0.5

11 entries already listed, arranged by length of the SMILES, ascending:
SMILES | PrPC surface inh | TcdB GH inh
COc1ccc(-c2nc3ccccc3n(CC(C)C)c2=O)cc1 | -7.5 | 0.9
O=c1[nH][nH]c2c([N+](=O)[O-])ccc(F)c12 | -15.6 | -0.3
O=C1[C@@H]2CSCCS(=O)(=O)N2C(=O)N1C1CCCCC1 | -0.1 | 1.3
CSc1ccc(SC2CN(Cc3ccc(C)cc3)S(=O)(=O)C2)cc1 (configuration not stated) | -1.7 | 1.0
CCC(C)CN1C(=O)CN(S(C)(=O)=O)CC1(C)C(=O)NC(C)C (configuration not stated) | 1.7 | 1.0
Cc1cccc(N2CCN(C(C(=O)NCc3ccccc3)c3ccco3)CC2)c1C (configuration not stated) | 1.6 | -0.3
CC(c1nc2ccccc2[nH]1)n1c(=O)c(-c2cccnc2)nc2ccccc21 (configuration not stated) | -12.0 | 0.2
COC(=O)C1=C(C)N(C)C(=NCc2cccc(C(F)(F)F)c2)NC1c1ccccc1 (configuration not stated) | -10.9 | 1.1
CCCC(=O)OC[C@H]1CN(C2CCCC2)S(=O)(=O)c2c(Oc3ccc(F)cc3OC)cccc2O1 | 3.4 | 0.2
COc1ccc(Sc2cccc3c2S(=O)(=O)N([C@H](C)c2ccccc2)C[C@@H](COCc2ccccc2)O3)cc1OC | 2.7 | 0.8
Nc1ncnc2c1ncn2[C@@H]1O[C@H](C(=O)N[C@@H](CCc2ccccc2)C(=O)N2CCN(C(=O)N3CCOCC3)CC2)[C@@H](O)[C@H]1O | 6.6 | -8.9

More structures follow:
SMILES | PrPC surface inh | TcdB GH inh
CN(C)c1cccc2c(S(=O)(=O)NC(=O)[C@H]3O[C@@H](n4ccc(=O)[nH]c4=O)[C@H](O)[C@@H]3O)cccc12 | 2.1 | 1.3
COC(=O)[C@]12C[C@H](CC(=O)N3CCN(C(=O)c4ccco4)CC3)C(=O)N(Cc3ccccc3)C1=C[C@H](C(C)(C)C)O[C@@H]2C | 4.3 | 1.3
CC(=O)Oc1cc(C)c(Cl)c2c(OC(C)=O)cc(C(C)=O)c(O)c12 | 3.2 | -2.2
Cc1ccccc1Br | -2.3 | 0.0
CC(C)(C)NC(=O)C(c1ccc(C(F)(F)F)cc1)n1c(=O)c(-c2ccccc2)nc2ccccc21 (configuration not stated) | 4.8 | 0.4
CC[C@H]1c2ccccc2[C@@H]2CC[C@H]1N2c1ccccc1 | -1.5 | 1.0
O=S1(=O)c2ccc(Br)cc2OC[C@H](c2ccccc2)N1Cc1ccccc1 | -2.7 | 0.3
O=C(C(=O)N1CCN(C(=O)c2ccccc2C(F)(F)F)CC1)c1cccc(C(F)(F)F)c1 | -5.3 | -0.1
COc1cc(Cc2nc3ccccc3n2C(C)c2nc3ccccc3[nH]2)cc(OC)c1 (configuration not stated) | 1.2 | 0.4
O=C(Nc1ccc(F)cc1)C(c1ccccc1OC(F)(F)F)N1CCN(C(=O)c2ccco2)CC1 (configuration not stated) | 1.0 | 1.0
C[C@@H]1CCCCO[C@@H](CN(C)C(=O)CCC(F)(F)F)[C@@H](C)CN([C@H](C)CO)C(=O)c2cc(NS(=O)(=O)c3cccs3)ccc2O1 | 0.2 | 0.7
COC(=O)c1cc2c(c3c4ccccc4n(S(=O)(=O)c4cccc(C)c4)c13)C(=O)N(Cc1ccccc1OC)C2 | -0.3 | 2.0
COc1cccc(NC(=O)N(C)C[C@H]2OCc3ccccc3-c3c(n(C)c4ccccc34)C(=O)N([C@H](C)CO)C[C@H]2C)c1 | 9.6 | 2.2&0.2
Cc1cccc(C)c1[N+](=O)[O-] | -5.4 | -0.4
COC(=O)[C@]12CCCCC=C1N(Cc1ccc3c(c1)OCO3)C(=O)[C@H](CC(=O)N1CCCC1)C2 | -1.9 | 0.6
COc1cccc(C(=O)NCC2CCN(C(=O)C(=O)c3cc4ccccc4o3)CC2)c1 | -14.4 | 1.2
O=C(O)CCCCN1C(=O)C=CC1=O | 7.5 | -3.1
Cc1cc(N2CCN(C(=O)OC(C)(C)C)C[C@@H]2C)ccc1N1C[C@@H](C)O[C@@H](C)C1 | 7.6 | -42.9
Cc1cc(NN=Cc2ccccn2)nc2c(C)cccc12 | -3.0 | -1.5
COc1ccc(C2CC(=O)C(c3cccc(OC)c3)=CN2Cc2ccccc2)cc1 (configuration not stated) | 8.2 | 1.7
CC(C)=CCCC1=CC[C@H]2[C@@H](C1)C(C(C)C)=CC(=O)[C@@]2(C)O | -3.9 | 0.2
CCOC(=O)[C@]12CCCC=C1N(CCc1ccc(OC)c(OC)c1)C(=O)[C@H](CC(=O)N1CCCC1)C2 | -3.7 | -1.6
C=CC[C@]12C[C@@]3(O[C@H](C4CCCCC4)N=C3C[C@H](c3ccc(OC)cc3)[C@H]1C)N(Cc1ccncc1)C2=O | -0.9 | 0.9
O[C@@H](Cc1ccccc1)[C@@H](/C=C/c1ccccc1)N(Cc1ccccc1)Cc1ccccc1 | 2.1 | 0.1
CC(=O)C1=C(C)N(Cc2ccc(F)cc2)C(=S)NC1c1ccccc1 (configuration not stated) | 3.0 | 2.3
CC(=O)N1CCN(c2ccc(N3CCN(C(C)=O)[C@H](C)C3)c(C)c2)[C@H](C)C1 | 7.9 | -46.6
CSC1=Nc2ccccc2N=C(N2CCCC2)C1 | -8.8 | 1.2
COC(=O)C1=C(C)N(Cc2ccc(C(F)(F)F)cc2)C(=NCc2ccc(C(F)(F)F)cc2)NC1c1cccc(F)c1 (configuration not stated) | -2.1 | 0.3
COC(=O)C1=C(C)N(Cc2cccc(C(F)(F)F)c2)C(=NCc2cc(OC)c(OC)c(OC)c2)NC1c1ccc(F)cc1 (configuration not stated) | 6.0 | 2.7
COc1cc2c(c3c1c(=O)c1ccccc1n3C)C=CC(C)(C)O2 | -12.7 | -0.7
O=C1C=C(OCCF)CC(c2ccc(Br)cc2)O1 (configuration not stated) | 1.3 | 0.6
COc1ccc(-c2cc(-c3ccccc3)c(-c3ccccc3)nn2)cc1 | -1.2 | -0.4

From PubChem BioAssay
